# Source: PubChem BioAssay
# TPT1 inhibitor: Candida albicans TPT1 enzyme inhibitors, primary screen, biochemical, fluorescence polarization; tRNA 2'-phosphotransferase TPT1 (Candida albicans SC5314); recombinant caTPT1, FP RNA substrate dephosphorylation; inhibition, % at 5 µM; actives 0.81% (n = 300,000); AID 1962, 2009;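 active means inhibition above the mean of all tested compounds plus 3 SD, set per screening campaign, cut at about 24% in these data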;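 further: plate controls were DMSO alone for no effect and ferristatin control at 100 nM for full effect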
# PP1 counter: PP1-alpha phosphatase inhibitors, primary screen, counter-screen for PP5 inhibitor project, biochemical, fluorescence, OMFP substrate, single point | inhibition, % at 6.7 µM | actives 0.9% (n = 320,000) | AID 2235, 2010 | Serine/threonine-protein phosphatase PP1-alpha catalytic subunit (Homo sapiens), P62136 | purified PP1alpha;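 active means inhibition above the mean inhibition of all tested compounds plus 3 SD, computed separately for each screening campaign, cut at about 15% in these data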
# Efflux pump mplx: inhibitors of Candida efflux pumps in yeast, primary screen, S. cerevisiae, Nile Red, multiplex; S. cerevisiae Candida pump triplex; inhibition, % at 10 µM; actives 0.44% (n = 330,000); AID 485275, 2010;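 active means plate passing quality check with inhibition over a set limit, or well fluorescence over plate mean plus 4 SD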;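 further: Nile Red retained in pooled yeast measured as flow cytometry median fluorescence; 0% = buffer negative control and 100% = Enniatin B positive control; higher means more Nile Red kept so more efflux inhibition; some compounds called inactive have numbers as strong as hits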
# ZTA DNA inh: ZTA (EBV) inhibition in EBNA-1 counter-screen. P03206. ZTA-DNA binding, fluorescence polarization. inhibition, % at 11 µM. actives 0.15% (n = 320,000); in the data active means inhibition above about 33%
# Target sequence (P03206 whole entry, looked up): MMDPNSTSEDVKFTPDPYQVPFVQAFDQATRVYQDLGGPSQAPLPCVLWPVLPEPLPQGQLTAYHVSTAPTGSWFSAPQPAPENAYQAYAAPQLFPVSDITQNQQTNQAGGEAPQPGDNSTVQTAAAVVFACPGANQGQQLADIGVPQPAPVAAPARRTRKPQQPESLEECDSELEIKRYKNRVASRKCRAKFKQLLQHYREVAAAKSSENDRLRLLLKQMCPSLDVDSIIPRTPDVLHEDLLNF
# EBNA-1 inhibitor: EBNA-1 DNA-binding inhibitors, primary screen, biochemical, fluorescence polarization. inhibition, % at 14.8 µM. actives 0.34% (n = 300,000). AID 1950, 2009; in the data active means inhibition above about 28%
# HCV core dimer: inhibitors of HCV core protein dimerization, primary screen, biochemical, TR-FRET, high-throughput. TR-FRET GST/Flag-core106 dimerization, 1536-well. inhibition, % at 5 µM. actives 0.33% (n = 300,000);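 active means inhibition above the mean of all tested compounds plus 3 SD, set per screening campaign, cut at about 45% in these data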
#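 Assay system – GST-tagged and Flag-tagged HCV core protein residues 1-106 · Quantity – core106 proteins, GST 13.5 nM and Flag 17 nM · Benchmarks – unlabelled core106 and no-GST-core106 wells · Read-out basis – percent inhibition of core106 dimerization signal · Detection – time-resolved FRET, ex 340 nm, em 617 and 671 nm · Schedule – 4 h at 22.5 °C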
# PP5 inh: PP5 phosphatase inhibitors, primary screen, biochemical, fluorescence | purified PP5c, OMFP substrate fluorescence | inhibition, % at 6.7 µM | actives 0.18% (n = 320,000) | AID 1987, 2009;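 active means inhibition above the campaign's mean inhibition across all tested compounds plus 3 SD, cut at about 9.5% in these data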;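 further: 0% = DMSO only and 100% = 100 µM cantharidin control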
# CTSL1 counter: Fasciola hepatica cathepsin L1 inhibitors, primary screen, counter-screen for PFM18AAP inhibitor project, biochemical, QFRET, fluorogenic peptide substrate; recombinant F. hepatica cathepsin L1, Z-Leu-Arg-MCA fluorescence; inhibition, % at 5.96 µM; actives 0.49% (n = 300,000);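 active means inhibition above the mean of all tested compounds plus 3 SD, set per screening campaign, cut at about 17% in these data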;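 further: 0% = plate median of test compound wells and 100% = 1 µM Z-Phe-Ala-diazomethylketone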
# PREPL inhibitor: PREPL enzyme inhibitors, primary screen, biochemical, fluorescence polarization | recombinant PREPL, fluorescence polarization activity-based probe | Prolyl endopeptidase-like (Homo sapiens), Q4J6C6 | AID 2751, 2010 | actives 0.68% (n = 320,000) | inhibition, % at 5.96 µM; in the data active means inhibition above about 43%;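 further: 0% = enzyme with DMSO and 100% = wells lacking enzyme; many of its hits are not listed in these tables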
# Target sequence (Q4J6C6 whole entry, looked up): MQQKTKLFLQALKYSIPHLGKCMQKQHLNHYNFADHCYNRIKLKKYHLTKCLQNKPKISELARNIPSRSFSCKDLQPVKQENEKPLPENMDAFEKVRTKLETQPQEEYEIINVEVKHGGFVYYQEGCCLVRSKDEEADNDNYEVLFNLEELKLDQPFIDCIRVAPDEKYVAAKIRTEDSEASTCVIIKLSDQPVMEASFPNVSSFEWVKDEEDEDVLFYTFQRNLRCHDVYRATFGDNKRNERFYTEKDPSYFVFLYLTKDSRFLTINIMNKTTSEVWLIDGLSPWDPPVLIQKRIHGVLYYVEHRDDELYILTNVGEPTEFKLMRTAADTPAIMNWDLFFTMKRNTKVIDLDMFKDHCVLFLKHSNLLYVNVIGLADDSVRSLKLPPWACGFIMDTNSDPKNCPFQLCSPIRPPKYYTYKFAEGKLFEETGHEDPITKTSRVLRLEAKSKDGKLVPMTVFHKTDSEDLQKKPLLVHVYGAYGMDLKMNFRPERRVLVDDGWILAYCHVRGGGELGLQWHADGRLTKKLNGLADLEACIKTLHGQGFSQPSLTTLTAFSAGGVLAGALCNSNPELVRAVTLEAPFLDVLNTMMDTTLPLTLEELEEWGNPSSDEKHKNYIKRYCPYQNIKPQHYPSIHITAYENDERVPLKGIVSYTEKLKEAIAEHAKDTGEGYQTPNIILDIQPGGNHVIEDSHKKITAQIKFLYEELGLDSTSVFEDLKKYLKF
# Starred values were filed as active, the others as inactive; nt = not tested or not shown. Only part of the results is shown; rates above refer to the full screens.
SMILES,TPT1 inhibitor,PP1 counter,Efflux pump mplx,ZTA DNA inh,EBNA-1 inhibitor,HCV core dimer,PP5 inh,CTSL1 counter,PREPL inhibitor
CCOc1ccc(NC(=O)C2CCN(C(=O)NCc3ccccc3)CC2)cc1,-1,-2,-0.1,5,11,0,-3.7,1,2
Cc1nc(SCCC(C)C)c([N+](=O)[O-])[nH]1,3,-4,-0.1,-3,5,-2,-3.7,3,-9
CC1=C(C(=O)OCc2ccccc2)C(c2ccc(N(C)C)cc2)NC(=O)N1 (stereo not drawn),1,4,0.0,-21,1,-5,4.2,-4,20
CCCOc1ccc(-c2nc(C#N)c(NCCCn3ccnc3)o2)cc1,2,3,0.4,-10,-3,1,1.6,0,22
CC1(C)CC(=O)c2cc(N=C/C(C(=O)c3ccccc3)=C(\O)c3ccccc3)c(=O)oc2C1,0,1,0.1,-6,3,11,0.0,-1,7
C[C@@H](C(=O)Nc1nc2ccccc2s1)N1C(=O)C2CC=CCC2C1=O (stereo partly drawn),-2,-2,-0.1,5,5,1,-1.4,-3,-6
O=C(NC1CC1)c1ccc(-c2ccccc2)cc1,4,-3,0.1,10,10,-4,-0.5,1,1
COc1cc(/C=N/NC(=O)c2cccnc2)ccc1OS(=O)(=O)c1ccc(F)cc1,4,13,0.1,-3,-8,-2,2.4,-4,-8
Cc1ccccc1OCCC(=O)OCC(=O)Nc1c(C)nn(-c2ccccc2)c1C,-1,1,0.1,-2,-8,-2,0.2,-13,17
CCOc1cc(CNC(C)C)c(Cl)cc1OCC(=O)NCCc1ccccc1,2,-5,0.4,-1,-3,-8,2.4,-4,3
N#CCCCn1c(-c2ccccc2)noc1=O,2,6,0.0,-2,8,3,-0.8,-2,-1
O=C1CC(c2ccc(Cl)cc2)SC(N(c2ccccc2)c2ccccc2)=N1 (stereo not drawn),-2,-2,0.2,5,6,19,-0.6,3,17
Cn1c(-c2ccc(F)cc2)cnc1NCc1ccc(F)cc1,1,1,0.2,12,11,-12,-1.4,-2,6
O=C(Nc1ccc(-c2nc3ccccc3c(=O)o2)cc1)c1ccco1,1,0,-0.3,-15,3,-1,1.1,-1,-7
COc1cccc2cc(C(=O)NCC3CCCO3)c(=O)oc12 (stereo not drawn),0,2,0.0,-7,-9,-3,-1.3,-1,-1
Fc1ccc(-n2c(-c3ccc4c(c3)OCO4)n[nH]c2=S)cc1Cl,0,1,-0.2,-12,-2,-2,1.1,0,4
Cc1ccc(C(=O)NC2CC3CCCC(C2)N3Cc2ccccc2)cc1 (stereo not drawn),2,0,0.1,-11,-18,0,3.4,-1,-9
Cc1ccc(NC(=O)CSc2nnc(N)s2)cc1S(=O)(=O)N1CCCCC1,-2,-1,-0.3,0,0,2,2.1,-4,-8
CCOC(=O)C(/C=C(\C#N)C(=O)OCC)=C(/N)N1CCN(c2ccc(OC)cc2)CC1,-1,2,0.1,-5,1,-1,2.7,4,15
O=C(CN1C2CCCC1CC(NC(=O)c1ccccc1)C2)Nc1ccccc1C(F)(F)F (stereo not drawn),0,0,0.1,-6,4,-2,3.3,4,2
CCOC(=O)CSCC(NC(=O)OC(C)(C)C)C(=O)OCC (stereo not drawn),1,-2,0.3,-4,-10,-1,3.0,-2,10
COc1ccc(-n2ccc(=O)c(C(=O)Nc3ccc(S(=O)(=O)Nc4nccs4)cc3)n2)cc1,0,-2,0.0,-15,-3,6,-1.0,2,28
[O-]c1n[n+](-c2ccc(Cl)cc2Cl)cc2ccccc12,-2,3,0.0,-21,-6,-6,-3.5,8,2
CCc1cc(=O)oc2c3c(cc(OCC(=O)NCc4ccco4)c12)OC(C)(C)CC3,-3,-1,0.1,-11,-13,2,2.7,3,1
CC(C)C1N=C2c3ccccc3N=C(SCc3cc(=O)n4cc(Cl)ccc4n3)N2C1=O (stereo not drawn),0,0,-0.1,-4,-15,10,0.5,2,-3

# Three of these compounds, reformatted:
smiles	TPT1 inhibitor	PP1 counter	Efflux pump mplx	ZTA DNA inh	EBNA-1 inhibitor	HCV core dimer	PP5 inh	CTSL1 counter	PREPL inhibitor
COc1cc(/C=N/NC(=O)c2cccnc2)ccc1OS(=O)(=O)c1ccc(F)cc1	4	13	0.1	-3	-8	-2	2.4	-4	-8
Cc1ccccc1OCCC(=O)OCC(=O)Nc1c(C)nn(-c2ccccc2)c1C	-1	1	0.1	-2	-8	-2	0.2	-13	17
CCOc1cc(CNC(C)C)c(Cl)cc1OCC(=O)NCCc1ccccc1	2	-5	0.4	-1	-3	-8	2.4	-4	3

# The main list resumes; the 5 compounds before the break are reprinted first.
SMILES,TPT1 inhibitor,PP1 counter,Efflux pump mplx,ZTA DNA inh,EBNA-1 inhibitor,HCV core dimer,PP5 inh,CTSL1 counter,PREPL inhibitor
CCOC(=O)CSCC(NC(=O)OC(C)(C)C)C(=O)OCC (stereo not drawn),1,-2,0.3,-4,-10,-1,3.0,-2,10
COc1ccc(-n2ccc(=O)c(C(=O)Nc3ccc(S(=O)(=O)Nc4nccs4)cc3)n2)cc1,0,-2,0.0,-15,-3,6,-1.0,2,28
[O-]c1n[n+](-c2ccc(Cl)cc2Cl)cc2ccccc12,-2,3,0.0,-21,-6,-6,-3.5,8,2
CCc1cc(=O)oc2c3c(cc(OCC(=O)NCc4ccco4)c12)OC(C)(C)CC3,-3,-1,0.1,-11,-13,2,2.7,3,1
CC(C)C1N=C2c3ccccc3N=C(SCc3cc(=O)n4cc(Cl)ccc4n3)N2C1=O (stereo not drawn),0,0,-0.1,-4,-15,10,0.5,2,-3
CCOC(=O)c1cc2sc(C)cc2n1CC(=O)NCCc1ccccc1,-3,-1,0.2,-8,-5,1,0.9,0,12
O=C(CC1N=C2c3ccccc3N=C(SCc3ccccc3Cl)N2C1=O)NCc1ccco1 (stereo not drawn),-7,1,0.0,-3,3,5,-0.3,3,21
Cc1ccccc1Nc1c([N+](=O)[O-])ccc2c1=NC1(CCCCC1)N=2,-1,1,-0.1,-2,-6,-1,0.7,0,11
COc1ccc(CCNC(=O)C(=O)NCC2OCCN2S(=O)(=O)c2ccc(OC)c(C)c2)cc1 (stereo not drawn),-2,-3,0.1,13,15,-3,-1.0,3,7
COC(=O)[C@@]1(Cc2ccc(OC)cc2)[C@H]2c3cc(C(=O)N(C)C)[nH]c3C[C@H]2CN1C(=O)c1ccccc1,2,8,-0.1,-27,-5,-5,-5.7,-3,0
O=C1CCN(Cc2ccc(O)cc2)CCN1[C@H](CO)Cc1ccccc1,-2,-7,-0.1,-5,-2,-13,0.5,2,15
COc1ccc(C(=O)NC(=S)Nc2ccc(Cl)c(C(=O)O)c2)cc1,-2,2,0.0,15,7,0,2.0,0,-3
CCCCNCc1cc(Br)c(OCC(=O)NCc2ccccc2)c(OC)c1,-2,-3,0.1,10,-12,-3,-2.5,-2,-1
CN(C)CCOC(=O)c1ccc2c(c1)S(=O)(=O)c1ccccc1C2=O,-1,1,0.2,-10,-5,-3,-0.5,0,6
CC(OC(=O)Cc1ccc(Cl)cc1)C(=O)NCCC1=CCCCC1 (stereo not drawn),-4,0,-0.1,2,8,-3,1.3,-1,1
CCN(CC)S(=O)(=O)c1cccc(C(=O)NC(C)C(c2cccs2)N2CCCC2)c1 (stereo not drawn),0,-4,0.1,-25,-9,-2,0.5,-6,-3
CN(C)c1nnnn1-c1ccc(Oc2ccccc2)cc1,0,-4,0.2,-7,3,-15,2.5,-3,9
Cc1c(Cl)cccc1NCC(=O)Nc1ccc(Cl)cc1F,-3,0,0.4,-22,0,-6,7.7,-1,21
COc1ccc(N2C(=O)CC(N3CCN(c4ccccc4OC)CC3)C2=O)cc1 (stereo not drawn),-2,-5,-0.1,-6,1,7,-0.4,-1,-2
COc1ccc(C2=CSC3=NCCN23)cc1F,-2,-6,0.1,1,-1,-11,-1.4,-4,-7
COc1cccc(CNC(=O)C2CCN(c3nnc(N4CCCC4=O)s3)CC2)c1,2,-7,-0.1,-7,11,-15,2.1,-1,1
COc1cccc(CN(CC(=O)NCc2ccccc2)S(=O)(=O)CCl)c1,nt,-1,-0.2,9,nt,nt,-1.6,nt,-7
CC(=O)c1sc2nc(C)c3c(c2c1N)CCCC3,3,1,0.2,-13,-14,3,1.4,-5,7
COc1cc(O)oc1C=Nc1ccc(Oc2ccccc2)cc1,19,-2,0.0,-3,0,9,2.0,-1,18
COc1ccc(C(=O)N/C(=C\c2ccc(OC)c(OC)c2)C(=O)N2CCCCC2)cc1,-2,-1,0.0,0,2,4,1.6,-2,-2
Cc1c(C(=O)N2CCOCC2)oc2ccc(S(=O)(=O)N3CCCCCC3)cc12,-8,0,-0.3,2,1,-6,1.9,-12,4

# Part of the list above, with values under each structure.
# Under each structure: TPT1 inhibitor	PP1 counter	Efflux pump mplx	ZTA DNA inh	EBNA-1 inhibitor	HCV core dimer	PP5 inh	CTSL1 counter	PREPL inhibitor
- CCOC(=O)c1cc2sc(C)cc2n1CC(=O)NCCc1ccccc1
 : -3	-1	0.2	-8	-5	1	0.9	0	12
- O=C(CC1N=C2c3ccccc3N=C(SCc3ccccc3Cl)N2C1=O)NCc1ccco1 (stereo not drawn)
 : -7	1	0.0	-3	3	5	-0.3	3	21
- Cc1ccccc1Nc1c([N+](=O)[O-])ccc2c1=NC1(CCCCC1)N=2
 : -1	1	-0.1	-2	-6	-1	0.7	0	11
